Epigenetic derep – derepresses silenced GFP reporter in murine cells; murine LDR cells, GFP reporter derepression, 30 h; Potency, µM (series often up to 53.9 µM), for the others: top-dose GFP activation, actives largely listed as activators; actives 0.2% (n = 280,000); AID 1865; note: % of control where 0% means no effect; nearly all actives have a fitted effect of over 60% in size
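In this reporter-derepression format, murine cells bearing a silenced integrated CMV-GFP locus incubate with test compound (30 h, 37 C), then are washed and imaged; fluorescent objects of 20–120 um count as induced cells.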
KDM4E inh – JMJD2E (human) inhibition; AID 2147; actives 1.6% (n = 230,000); B2RXH2; JMJD2E catalytic domain, FDH-coupled NADH fluorescence (FDH is formaldehyde dehydrogenase); Potency, µM (highest dose often 57.1 µM), inactives show top-dose activity change, negative = inhibition, most hits filed as inhibitors; active = well fitted inhibition curve with a large enough effect, not every such curve was filed as active; inconclusive = small, poorly fitted or top-dose-only effect, or another doubt; inactive = no such curve, though single readings can be large or run the other way;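 note: 0% = wells with enzyme and -100% = buffer wells without enzyme; nearly all actives have a fitted effect of over 50% in size; many of its hits are not listed in these tables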
Target sequence (B2RXH2 1-337 limits assumed): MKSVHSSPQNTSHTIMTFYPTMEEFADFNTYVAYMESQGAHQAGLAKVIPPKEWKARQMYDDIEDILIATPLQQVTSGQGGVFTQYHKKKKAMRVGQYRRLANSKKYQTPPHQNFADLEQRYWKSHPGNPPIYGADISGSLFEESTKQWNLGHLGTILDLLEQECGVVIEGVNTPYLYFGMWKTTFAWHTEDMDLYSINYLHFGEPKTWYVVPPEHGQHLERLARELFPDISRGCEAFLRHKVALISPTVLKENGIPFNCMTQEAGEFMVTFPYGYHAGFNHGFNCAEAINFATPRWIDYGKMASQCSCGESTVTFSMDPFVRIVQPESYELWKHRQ
NPSR antagonist – blocks cAMP signaling of the human neuropeptide S receptor; Q6W5P4; CHO-NPSR cells, cAMP TR-FRET, antagonist mode; Potency, µM (titrated, usually from 38.3 µM), for the others: at the top dose activity change, negative = inhibition, most hits filed as inhibitors; actives 1% (n = 220,000); note: % is set by controls: 0 for no effect and ±100 for the full control effect; nearly all actives have a fitted effect of over 50% in size; many of its hits are not listed in these tables
Target sequence (Q6W5P4 whole entry, looked up): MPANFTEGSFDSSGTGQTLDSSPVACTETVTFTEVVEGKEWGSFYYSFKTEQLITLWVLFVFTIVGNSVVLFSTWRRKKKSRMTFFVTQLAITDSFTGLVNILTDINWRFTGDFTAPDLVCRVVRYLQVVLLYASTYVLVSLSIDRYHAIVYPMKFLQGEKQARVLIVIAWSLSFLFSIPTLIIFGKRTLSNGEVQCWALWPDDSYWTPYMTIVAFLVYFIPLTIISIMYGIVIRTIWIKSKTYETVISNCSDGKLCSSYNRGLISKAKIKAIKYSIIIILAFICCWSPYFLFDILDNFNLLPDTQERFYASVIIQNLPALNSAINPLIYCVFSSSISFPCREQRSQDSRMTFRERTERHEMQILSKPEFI
SMN2 splice up – SMN2 splice variant enhancement. HEK293 SMN2-luciferase splicing reporter, luminescence, 30-36 h. Potency, µM (titrated, usually from 46.1 µM), for inactives: top-dose activity change, positive = activation, most hits filed as activators. actives 2.8% (n = 210,000); note: % of control where 0% means no effect; nearly all actives have a fitted effect of over 55% in size
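qHTS luciferase splicing reporter: luminescence rises when SMN2 exon 7 is included in transfected HEK293 cells. Compound exposure lasted 30-36 h at 37C, with 4.5 mM final sodium butyrate as control, followed by a ONE-Glo read.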
RECQ1 inh – RECQ1 (human) helicase inhibition; P46063; RECQ1 DNA unwinding, red fluorescence kinetic read; Potency, µM (titrated, usually from 57.3 µM), for inactives: at the highest dose activity, negative = inhibition, most hits filed as inhibitors; actives 0.54% (n = 240,000);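 note: plate controls were vehicle for no effect and no enzyme for full effect; nearly all actives have a fitted effect of over 30% in size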
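50 nM RECQ1T1 preincubated 15 min with compound in Tris pH 8.0 buffer with MgCl2, DTT, Tween-20 and 2.5 ug/ml poly(dI-dC); started with 200 nM TAMRA/BHQ-2 forked duplex and 2 mM ATP. Unwinding read as fluorescence (525/598 nm), two reads 2 h apart.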
Luc counter – Kinase-Glo luciferase inhibition (counter-screen); Potency, µM (doses to about 38.3 µM), without a hit: at the highest dose activity change, negative = inhibition, usual class: inhibitors; AID 1379; Kinase-Glo luciferase, ATP luminescence, 8 min; actives 0.28% (n = 200,000); note: % is set by controls: 0 for no effect and ±100 for the full control effect; nearly all actives have a fitted effect of over 60% in size
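Kinase-Glo luciferase light output from ATP and luciferin was measured with 10 uM ATP, within the enzyme's linear range. Buffer: 50 mM imidazole pH 7.2, 50 mM KCl, 7 mM MgCl2, 0.01% Tween 20, 0.05% BSA; luminescence read after 8 min at ambient temperature.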
RGS12 GoLoco inh – inhibitors of human Gai1-RGS12 GoLoco interaction (red fluorophore). Potency, µM (series often up to 61.6 µM), without a hit: top-dose activity, negative = inhibition, most hits filed as inhibitors. actives 0.44% (n = 230,000). P63096. AID 880. Gai1:RGS12 GoLoco peptide FP, rhodamine, 10 min; active = well fitted inhibition curve with a large enough effect, not every such curve was filed as active; inactive = no such curve, though single readings can be large or run the other way; note: % is set by controls: 0 for no effect and ±100 for the full control effect; nearly all actives have a fitted effect of over 30% in size; many of its hits are not listed in these tables
Target sequence (P63096 whole entry, looked up): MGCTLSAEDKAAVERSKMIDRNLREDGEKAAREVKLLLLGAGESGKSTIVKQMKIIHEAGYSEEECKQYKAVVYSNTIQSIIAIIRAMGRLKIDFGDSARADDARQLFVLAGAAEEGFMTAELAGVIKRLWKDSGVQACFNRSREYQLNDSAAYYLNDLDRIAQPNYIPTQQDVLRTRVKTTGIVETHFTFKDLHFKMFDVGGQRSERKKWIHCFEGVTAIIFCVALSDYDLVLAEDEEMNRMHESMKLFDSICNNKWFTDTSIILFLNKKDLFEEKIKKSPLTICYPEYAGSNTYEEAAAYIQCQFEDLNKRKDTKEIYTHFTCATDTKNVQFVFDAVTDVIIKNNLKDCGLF
IMPase Li cell – cell-permeable IMPase inhibitors with lithium potentiation. CHO-M1 cells, IP1 TR-FRET (IP-One), carbachol + lithium. Potency, µM (top dose mostly 59.4 µM), for the others: at the top dose activity, negative = IMPase inhibition, usual class: inhibitors. actives 0.35% (n = 210,000);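 note: IP1 builds up when IMPase is blocked and the TR-FRET signal falls; plate controls were basal vehicle for no effect and high inhibitor control for full effect; nearly all actives have a fitted effect of over 50% in size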
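CHO cells stably expressing M1 receptor (2000/well, cultured 16–30 h) treated 30 min at 37C with compound plus low lithium. Cytosolic IP1 by TR-FRET (665/620 ratio and 620 channel) after 10 min lysis; AC50 by Hill fit.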
An asterisk follows results filed as active; i = inactive; u = inconclusive; x = not tested or not shown; & = joins results of further samples; [ ] = another dose, or the depositor's remark. Unless noted, calls come from the whole dose curve; as a rule, active = well fitted curve in the direction sought with a large enough effect; inconclusive = small, poorly fitted or top-dose-only effect, or another doubt; inactive = no such curve, though single readings can be large; an effect the other way counts as inactive or inconclusive. Potency is the fitted concentration of half-maximal effect. The list is partial. The share of hits here may be higher or lower than overall.

mol	Epigenetic derep	KDM4E inh	NPSR antagonist	SMN2 splice up	RECQ1 inh	Luc counter	RGS12 GoLoco inh	IMPase Li cell
CCOC(=O)N1CCC(NC(=O)CCc2c(C)nc3c(c(C)nn3C(C)(C)C)c2C)CC1	-0.9%	-25.3%	-15.4%[46.1 µM]	-45.8%[inhibitor]	-0.7%	7.4%	6.4%	5.2%
C=CCn1c(COc2ccc3c(c2)CCCC3)nnc1SCC(=O)Nc1cccc(SC)c1	5.2%	1.7%	u	8.0%	6.7%	-3.9%	14.1%	-10.7%[38.3 µM]
Cc1ccc(C(=O)OCC(=O)NCC2CCCO2)c(C)c1 (stereo unspecified)	3.2%	-5.8%	0.9%	1.9%	-1.0%	-6.4%	-3.8%	-0.9%
COc1ccccc1NC(=O)CCCc1c[nH]c2ccccc12	1.1%	-19.0%	-4.8%	-8.9%	-1.0%	3.6%	5.6%	9.0%
CCOc1ccc(Br)cc1S(=O)(=O)Nc1cccc(S(=O)(=O)N(C)C)c1	-0.8%	-1.1%	-0.4%	-12.2%	-4.3%	0.8%	-2.7%	9.8%
CC(C)(C)NS(=O)(=O)c1ccc(CCC(=O)Nc2ccc3c(c2)OCO3)cc1	-0.1%	-4.5%	-7.1%[46.1 µM]	0.3%	-9.1%	-0.3%	9.3%	20.6%[38.3 µM]
COc1ccc(CCNC(=O)CCc2nc3ccccc3[nH]2)cc1OC	-0.2%	-0.8%	1.2%	3.2%	-9.7%	1.1%	-3.9%	5.3%
Cc1cc(C(=O)N2CCC(Cc3ccccc3)CC2)ccc1[N+](=O)[O-]	-1.6%	-4.3%	-27.1%[46.1 µM]	-31.8%[inhibitor]	-0.5%	-2.5%	-0.9%	7.9%[38.3 µM]
CCN1C(=O)N[C@@H](CCc2ccccc2)[C@@H](C(=O)OC)[C@H]1C	-1.6%	-2.3%[11.4 µM]	5.0%	-7.2%[9.22 µM]	i[11.5 µM]	-5.4%[7.66 µM]	-2.9%[14.2 µM]	-3.6%
COc1ccc(OCC(O)CN2CCN(c3ccccc3)CC2)cc1 (stereo unspecified)	2.8%	-4.6%	-6.2%	x	i	0.1%	11.3%	0.8%
Cc1cc(N2CCOCC2)nc(SCC(=O)c2ccccc2)n1	4.4%	-2.3%	-22.9%[46.1 µM]	16.5%	-9.2%	-6.6%	5.8%	-26.2%[38.3 µM]
O=C(CSc1nnc(-c2ccccc2O)o1)Oc1ccc(OCc2ccccc2)cc1	-0.7%	u	1.5%[46.1 µM]	2.9%	7.6%	0.4%	-6.4%	-13.5%[38.3 µM]
O=C(c1ccco1)N1CCN(C(c2ccccc2F)c2nnnn2CC2CCCO2)CC1 (stereo unspecified)	-1.0%	-8.7%	-5.9%[46.1 µM]	15.4%	i	-2.3%	3.8%	24.4%[38.3 µM]
Cc1onc(-c2ccccc2)c1C1=N/C(=C\c2ccccc2F)C(=O)O1	-2.8%	-14.6%	6.7%	11.0%	-12.2%	1.0%	-2.4%	5.8%
Cc1ccc2nc(SCC(=O)NCc3ccco3)c(C#N)cc2c1	-0.8%	4.1%	u	27.0%	-6.4%	-2.5%	17.3%	u
COCCNC(=O)c1ccccc1NC(=O)CSc1ccc(C)cc1	-0.1%	-28.0%	-2.1%	10.8%	i	2.2%	8.0%	1.1%
Cc1ccc(-c2nc3ncccc3o2)cc1NC(=O)COc1ccccc1	9.9%	u	-8.3%[46.1 µM]	-17.8%	-2.3%	-0.8%	-2.9%	11.2µM*
CCOc1ncccc1C(=O)Nc1cccc(C(=O)Nc2cccc(S(=O)(=O)CCO)c2)c1	-1.1%	-5.1%	-23.2%[46.1 µM]	-27.9%	6.7%	-2.0%	12.2%	13.7%[38.3 µM]
COc1ccc(-c2[nH]nc3c2C(c2ccoc2)C(C#N)=C(N)O3)cc1 (stereo unspecified)	0.0%	-4.1%	-0.1%[46.1 µM]	20.1%	-1.8%	-1.5%	5.4%	19.1%
CCOC(=O)/C(N=Nc1c(C)n(C)n(-c2ccccc2)c1=O)=C(/O)c1ccccc1	1.1%	-9.9%	-21.3%	9.4%	-10.7%	0.2%	8.1%	6.2%
Cc1oc(-c2ccccc2)nc1CS(=O)CC(=O)N1CCc2ccccc2C1 (stereo unspecified)	0.8%	u	-12.3%[46.1 µM]	-1.0%	-2.3%	2.2%	1.8%	-8.9%[38.3 µM]
Cc1ccccc1-n1c(-c2ccc3ccccc3n2)n[nH]c1=S	2.4%	2.1%	u	x	-7.1%	x	8.0%	x
N=C(N)SCCN	1.2%&-1.3%&-4.1%	1.1%&-16.8%&3.2%	10.9%[46.1 µM]	-50.5%&-43.6%[inhibitor]	-2.0%&-5.2%&-5.7%	0.2%&-3.1%&4.8%	10.5%&9.1%&10.2%	2.3%&-10.4%&-5.3%
CCn1c(SCC(=O)Nc2ccc(S(=O)(=O)Nc3onc(C)c3C)cc2)nnc1-c1ccccc1	0.0%	-7.9%	-1.9%[46.1 µM]	27.7%	-12.5%	-0.1%	-21.9%	14.6%[38.3 µM]
CC1(C)C=C(c2ccc(C=O)s2)CC(C)(C)N1C=O	0.1%	u	2.9%	3.1%	2.6%	5.0%	10.8%	-7.0%
NC(=O)CNC(=O)[C@@H]1CC2(CC(c3cccc(Br)c3)=NO2)CN1C(=O)c1ccc(Br)cc1 (stereo partly specified)	-1.1%	-0.3%	-4.2%[46.1 µM]	-6.7%	-1.8%	-1.5%	-3.3%	5.6%[38.3 µM]
OCCNc1c2ccccc2nc2ccccc12	u	u	16.1%	x	-14.2%	-4.7%	12.5%	28.9%
CSc1ccc(/C=C/c2cc(=O)c3ccccc3[nH]2)cc1	u	u	-7.4%	16.7%	-15.5%	-2.7%	-8.9%	2.7%
CCn1c(C)cs/c1=N\C(=S)Nc1ccccc1C	0.0%	2.1%	3.2%	-20.3%	-7.9%	-2.3%	3.5%	0.7%
CNC(=O)COC(=O)c1ccc(Cl)c(S(N)(=O)=O)c1	-1.0%	0.3%	-8.0%	x	-8.8%	x	0.7%	x
CCCN1C(=O)/C(=C2\SC(N3CCCCC3)=NC2=O)c2ccccc21	0.0%	2.0%	u	19.5%	-5.8%	-10.8%	4.7%	18.1%[38.3 µM]
O=C(COc1ccccc1)N1CCN(c2ccccc2)CC1	-1.2%	-4.9%	9.9%	-27.3%	-4.2%	0.6%	6.0%	-0.6%
COc1ccccc1NC(=O)NCCC1=CCCCC1	-1.2%	1.3%	2.3%	x	-8.5%	x	-0.6%	7.3%
CCOC(=O)C1(Cc2ccccc2C(F)(F)F)CCN(C2CCN(C(C)=O)CC2)CC1	2.4%	2.9%	-2.6%	x	-0.5%	3.1%	6.2%	7.8%
CCn1c2ccccc2c2cc(NC(=O)C(=O)NCC3CCCO3)ccc21 (stereo unspecified)	0.1%	u	4.0%	x	-5.0%	-2.0%	-6.1%	2.5%
O=C(Cc1c[nH]c2ccccc12)N/N=C/c1ccc(F)cc1	-1.1%	-1.6%	-6.0%	-7.6%	-1.0%	1.6%	-0.5%	1.4%
COC(=O)c1[nH]c2cccc(C)c2c1NC(=O)CN1CCN(c2ccccc2OC)CC1	-0.2%	u	-6.9%[46.1 µM]	12.0%	-2.6%	-2.4%	-1.4%	7.5%[38.3 µM]
Cc1ccccc1CNC(=O)CC1C(=O)NCCN1Cc1c(F)cccc1Cl (stereo unspecified)	0.0%	0.8%	-2.9%	x	-2.4%	0.5%	0.6%	-4.0%
Cc1cccc(Cc2c(C)nc3nc(SCC(=O)O)nn3c2C)c1	-0.3%	u	8.5%	x	-5.2%	x	3.2%	-6.4%
COc1ccc(-c2csc(N(CCc3ccccc3)C(=O)COc3ccccc3)n2)cc1	1.3%	-1.4%	u	-13.8%	0.8%	-4.9%	14.1%	12.5%[38.3 µM]
c1cc2c(cc1C1CCCCC1)c1c3n2CCN=C3CCC1	14.7%	-21.6%	u	14.9%	-0.9%	0.7%	18.4%	1.8%
CC(CCc1ccc(O)cc1)N(C)CCc1ccccc1 (stereo unspecified)	17.2%	u	-7.1%[46.1 µM]	6.3%	i	-0.4%	-1.6%	37.8%[activator][38.3 µM]
CC(C)CCNC(=O)c1cccc(Cl)c1	-1.9%	13.5%	-0.5%[46.1 µM]	-5.3%	i	2.7%	5.4%	0.8%[38.3 µM]
CC(C)(C)OC(=O)NC(Cc1ccccc1)C(=O)NCCCC(=O)O (stereo unspecified)	2.5%	5.1%	10.6%	x	-0.1%	x	6.2%	x
O=C1OCCC1Sc1nnc(-c2ccc(O)cc2)o1 (stereo unspecified)	1.9%	2.3%	-4.9%[46.1 µM]	-6.4%	1.2%	-9.6%	-41.1%	-12.9%[38.3 µM]
O=[N+]([O-])c1cccnc1N1CCN(c2ccccc2F)CC1	-0.1%	1.6%	-15.7%	-6.7%	-11.6%	-4.1%	6.1%	9.2%
CCCC(=O)Nc1cc(C)c(NC(=O)C23CC4CC(CC(C4)C2)C3)cn1	2.9%	-3.0%	-8.0%[46.1 µM]	23.4%	-13.9%	-7.8%	-2.4%	18.4%[38.3 µM]
COc1cccc(OCC(=O)NNC(=O)Cc2cccs2)c1	0.0%	-0.1%	-5.5%[46.1 µM]	-4.4%	-2.2%	1.7%	2.5%	2.8%
COc1cc(/C=C2/NC(=O)N(c3cccc(Cl)c3)C2=O)ccc1O	-1.1%	-13.9%	26.9%	x	-13.2%	-4.9%	19.0%	-2.5%
C=CCOC(=O)N[C@H](/C(C(=O)OC)=C(\C)NCc1ccccc1)c1ccc(C)cc1	-1.1%	4.1%	x	9.3%	-2.1%	2.2%	-1.0%	18.9%
Cc1c(-c2ccc(F)cc2)[n+](=O)c(-c2ccc(F)cc2)c(C)n1[O-]	0.0%	1.7%	8.3%[46.1 µM]	0.0%	i	-0.6%	-1.7%	26.2%[38.3 µM]
Cc1ccc(-c2csc3ncnc(NCCN4CCOCC4)c23)cc1	-1.2%	2.9%	-0.9%[46.1 µM]	-38.0%[inhibitor]	-15.0%	1.1%	5.8%	5.6%[38.3 µM]

Source: PubChem (National Center for Advancing Translational Sciences (NCATS))
